From PubChem
Nrf2 block: Nrf2 qHTS screen for inhibitors; Potency, µM (highest dose often 46 µM), inactives show top-dose activity change, negative = inhibition, actives largely listed as inhibitors; AID 504444, 2011; 360,000 compounds, 2.1% hits; A549 ARE-Fluc reporter, luciferase luminescence, 18-24 h; also: potency is read from the fitted curve at half-maximal effect; % is scaled to controls: 0 for no effect and ±100 for the full control effect; nearly all actives have a fitted effect of over 60% in size
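A549 ARE_Fluc cells (5000/well, 5% FBS OPTI-MEM) pre-incubated 2 h, then treated with compounds 18-24 h at 37C/5% CO2 in concentration-response. CellTiter-Fluor viability read first; BugLite luciferase luminescence after 15 min at room temperature gives Nrf2 activity.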
A549 tox: Nrf2 qHTS screen for inhibitors: counterscreen for cytotoxicity | A549 ARE-Fluc cells, CellTiter-Fluor viability, 18-24 h | Potency, µM (highest dose often 46 µM), for the others: top-dose activity change, negative = cytotoxicity, hits mostly inhibitors | 390,000 compounds, 0.16% hits | AID 504648, 2011; also: potency is read from the fitted curve at half-maximal effect; % is scaled to controls: 0 for no effect and ±100 for the full control effect
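Cytotoxicity counterscreen: CellTiter-Fluor fluorescence was measured in A549 ARE_Fluc cells after 18-24 h of compound exposure in a concentration series. The subsequent BugLite luminescent read reports ARE-luciferase activity.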
MCF10A rerep: A quantitative high throughput screen for small molecules that induce DNA re-replication in MCF 10a normal breast cells; MCF 10A DNA re-replication, Hoechst nuclear intensity, 48 h; Potency, µM (series often up to 46.1 µM), inactives show at the top dose activity, positive = re-replication, actives largely listed as activators; 350,000 compounds, 2.9% hits; AID 624296, 2012; also: potency is read from the fitted curve at half-maximal effect; % of control where 0% means no effect; nearly all actives have a fitted effect of over 50% in size
Nrf2 ARE act: qHTS of Nrf2 Activators. AREc32 ARE-luciferase reporter (MCF7-derived line), luminescence, 24 h. Potency, µM (top dose mostly 46.1 µM), without a hit: at the highest dose activation, hits mostly activators. 410,000 compounds, 0.31% hits; also: potency is read from the fitted curve at half-maximal effect; % of control where 0% means no effect; nearly all actives have a fitted effect of over 65% in size
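Luciferase luminescence (Steady-Glo, 30 min at room temperature) served as the read-out of ARE activation in AREc32 cells treated with compounds for 24 hr at 37 deg C.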
TGFb SMAD3 inh: qHTS for Inhibitors of TGF-b | HepG2 CAGA-GFP TGF-b/SMAD3 reporter, GFP fluorescence, 18 h; TGF-beta stimulated, 500 pg/mL final | Potency, µM (top dose mostly 46.1 µM), for inactives: top-dose activity, negative = inhibition, hits mostly inhibitors | 410,000 compounds, 1.2% hits | AID 588855, 2011; also: potency is read from the fitted curve at half-maximal effect; % is scaled to controls: 0 for no effect and ±100 for the full control effect; nearly all actives have a fitted effect of over 65% in size
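TGF-beta reporter screen: HEPG2 CAGA-GFP, 1% FBS, 500 pg/mL TGF-beta final, 18 h; per-cell GFP summed per well; curves fitted and categorized by class.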
HepG2 tox: qHTS for Inhibitors of TGF-b: Cytotox Counterscreen; HepG2 CAGA-GFP viability, ATP luminescence, 18 h; Potency, µM (top dose mostly 46.1 µM), without a hit: at the top dose activity change, negative = cytotoxicity, most hits filed as cytotoxic; 410,000 compounds, 0.76% hits; also: potency is read from the fitted curve at half-maximal effect; some results filed as inactive show a strong effect at the top dose
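HepG2 CAGA-GFP cells (1000/well, DMEM with 1% FBS) received compound, then TGF-beta at 500 pg/mL final, and were incubated 18 hours at 37 degrees C. Viability was read by CellTiter-Glo luminescence. Media-only wells were set as complete cell-killing and DMSO as no toxicity.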
IL1B secr inh: qHTS for Inhibitors of Inflammasome Signaling: IL-1-beta AlphaLISA Primary Screen. 360,000 compounds, 4.7% hits. THP-1 LPS/ATP IL-1B secretion, AlphaLISA, 16 h; active compounds read low. AID 743279, 2014. activity change, % at 57.5 µM; in the data active = activity change below about -50%; inconclusive = mostly about -30% to -49%; also: % is scaled to controls: 0 for no effect and ±100 for the full control effect
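Secreted IL-1B measured by AlphaLISA bead assay after 16 h compound exposure of THP-1 cells; compounds (final up to 57.5 uM) added 1 h before LPS (250 ng/mL) and ATP (1.25 mM) stimulation; lower signal means less secretion.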
ATXN2 expr inh: Primary qHTS for Inhibitors of ATXN expression; HEK-293 ATXN2-luciferase reporter, luminescence, 24 h; 360,000 compounds, 0.72% hits; Potency, µM (doses to about 57 µM), for inactives: top-dose activity change, negative = inhibition, most hits filed as inhibitors; also: potency is read from the fitted curve at half-maximal effect; % is scaled to controls: 0 for no effect and ±100 for the full control effect; nearly all actives have a fitted effect of over 55% in size
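ATXN2-luciferase reporter cells (luciferase flanked by upstream and downstream ATXN2 gene portions) were treated 24 h at 37 °C with compounds at up to 57 uM. SteadyGlo luminescence gave expression; GF-AFC fluorescence gave viability.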
S2 tox: Viability Counterscreen for Primary qHTS for Inhibitors of ATXN expression; S2 cells (HEK-293 line with an ATXN2-luciferase reporter) viability, CellTiter-Fluor protease fluorescence, 24 h; Potency, µM (series often up to 56.7 µM), hits mostly cytotoxic; 400,000 compounds, 0.49% hits; AID 651635, 2014; also: potency is read from the fitted curve at half-maximal effect; nearly all actives have a fitted effect of over 40% in size
Starred values were filed as active, the others as inactive; i = inactive; ? = inconclusive; · = no result given; & = joins results of further samples; [ ] = another dose, or the depositor's remark. Unless noted, calls follow the shape of the dose curve; as a rule, active = well fitted curve in the direction sought with a large enough effect; inconclusive = small, poorly fitted or top-dose-only effect, or another doubt; inactive = no such curve, though single readings can be large; an effect the other way counts as inactive or inconclusive.

Order of results: S2 tox	Nrf2 block	A549 tox	IL1B secr inh	Nrf2 ARE act	HepG2 tox	MCF10A rerep	TGFb SMAD3 inh	ATXN2 expr inh
COc1ccc(-c2cn3nc(N4CCC(C(=O)Nc5cc(Cl)ccc5C)CC4)sc3n2)cc1
    ·	12%	0%	·	5.3%	-21%	·	-18%	·
CC1(c2nnc(-c3ccccc3)o2)CC(c2c(Cl)cccc2Cl)=NO1 (stereo not given)
    i	23µM*	-15%	-12	0.0%	-7%	19%	-13%	?
COc1ccccc1N(CC(=O)NC1CCCCC1)C(=O)CCC(=O)Nc1ccccn1
    i	·	-1%	9	0.3%	20%	-3%	-4%	-6%
CCCCCCCn1c2c(c(=N)c3c1CCC3)CCCC2
    ?	0.52µM*	?	-27	9.2%	-12%	?	?	1.9µM*
Cc1sc(NC(=O)Cc2ccc3c(c2)OCO3)nc1-c1ccc2c(c1)CCN2C(=O)c1ccccc1F
    i	?	2%	?	3.2%	-8%	13%	-13%	9%
O=C(c1ccc(Cl)s1)N1CCN(c2nc3ccccc3s2)CC1
    i	7.3µM*	-14%	-14	1.2%	4%	0%	-7%	?
COc1cc(CNc2ccc(N3CCCC3)cc2)cc(Cl)c1OC
    i	-8%	?	?	0.4%	-16%	23µM*	?	?
CCCn1nc(C(=O)Nc2cc(C(=O)OC)ccc2C)c2ccccc2c1=O
    i	9%	-3%	14	0.0%	-20%	?	-2%	-26%
Cc1noc(N)c1C(=O)Nc1ccc(F)cc1
    i	8%	0%	-19	-0.3%	9%	0%	39%	-1%
CC1CCN(S(=O)(=O)c2ccc3c(c2)CCN3C(=O)Nc2cccc(Br)c2)CC1
    ·	-4%	1%	·	-0.9%	1%	·	·	·
O=C(Nc1ccccc1N1CCCC1)c1cccc(S(=O)(=O)N2CCOCC2)c1
    i	-9%	2%	-9	-0.8%	0%	-2%	-1%	-2%
O=C(Cc1ccccc1)N1CCC(c2ccccc2)C1 (stereo not given)
    i	8%	2%	2	0.0%	2%	0%	6%	1%
O=C(O)C1CC(O)CN1S(=O)(=O)c1ccc2ccccc2c1 (stereo not given)
    ?	5%	1%	15	0.7%	3%	0%	11%	3%
COc1cccc(CN2CCN(S(=O)(=O)c3ccc(Cl)s3)CC2)c1
    i	3%	13%	-51*	0.2%	-3%	12%	-8%	-9%
Cc1cc(N2CCCC2)nc(-c2ccccc2O)n1
    i	?	-1%	24	2.3%	10%	2%	3%	28%
CCN(CC(=O)Nc1c(F)cccc1F)C(=O)C1CCC1
    i	11%	11%	-8	-0.3%	14%	-21%	-1%	7%
CC(=O)c1ccc(N/C=C\C(=O)c2ccc(C)cc2)cc1
    i	?	-17%	6	4.7%	7%	4%	3%	-1%
Cc1ccc(-c2nnc(C3CCN(S(=O)(=O)c4ccc(C)c(C)c4)CC3)o2)cc1
    ·	7%	6%	·	14%	-19%	·	?	·
C/C(Cn1nc([N+](=O)[O-])cc1C)=N\NC(=O)c1ccc(O)cc1O
    i	·	19%	14	2.6%	14%	-9%	0%	4%
O=C(COC(=O)c1cccc(Cl)c1Cl)NCCN1C(=O)CSC1=O
    i	12%	11%	4	-0.1%	-12%	0%	0%	3%
S=C(NNC(=S)NC1CC2C=CC1C2)NC1CC2C=CC1C2 (stereo not given)
    ·	11%	-16%	·	4.1%	-16%	-2%	?	30%
COc1ccccc1N1CCN(C(=O)c2cc3c(C)nc4ccccc4c3o2)CC1
    ?	?	-13%	-27	0.2%	-20%	22%	?	20µM*
CCOC(=O)c1cc(S(=O)(=O)Nc2cccc(OC)c2)cn1C
    i	?	-6%	10	-0.5%	0%	0%	-22%	-22%
CCCS(=O)(=O)NC(=O)C1(C)CCN(C(=O)c2cccc(C(F)(F)F)c2)C1 (stereo not given)
    i	·	·	11	-0.9%	-3%	·	-8%	2%
CCC(C)n1c(SCc2ccc(F)cc2Cl)nc2ccsc2c1=O (stereo not given)
    ·	·	20%	·	0.3%	-2%	·	1%	·
Cc1cc(=O)oc2cc(OCC(O)CN3CCc4ccccc4C3)ccc12 (stereo not given)
    i	-6%	5%	-8	3.7%	-13%	?	-17%	-4%
Cn1c(=O)[nH]c(=O)c2c1nc(CN1CCN(c3cccc(Cl)c3)CC1)n2Cc1ccccc1Cl
    i	9%	-4%	17	0.2%	0%	9%	?	3%
COc1ccc(-c2nc(SCC(=O)N3CCCC3)n[nH]2)cc1
    i	16%	1%	-9	2.3%	5%	-32%[inhibitor]	?	4%
Cc1ccc(C(=O)NCC(=O)OCC(=O)Nc2cc(C)c(C)cc2[N+](=O)[O-])cc1
    i	-1%	11%	7	-0.1%	4%	-1%	-4%	·
CN(C)CCCNCCCNC(=O)c1ccco1
    ?	2%&23%	-3%&1%	-10&8	0.4%&0.0%	0%&-52%	1%&4%	-21%&3%	?

In another format: results already given
COc1ccccc1N1CCN(C(=O)c2cc3c(C)nc4ccccc4c3o2)CC1
  S2 tox: ?
  Nrf2 block: ?
  A549 tox: -13%
  IL1B secr inh: -27
  Nrf2 ARE act: 0.2%
  HepG2 tox: -20%
  MCF10A rerep: 22%
  TGFb SMAD3 inh: ?
  ATXN2 expr inh: 20µM*

CCOC(=O)c1cc(S(=O)(=O)Nc2cccc(OC)c2)cn1C
  S2 tox: i
  Nrf2 block: ?
  A549 tox: -6%
  IL1B secr inh: 10
  Nrf2 ARE act: -0.5%
  HepG2 tox: 0%
  MCF10A rerep: 0%
  TGFb SMAD3 inh: -22%
  ATXN2 expr inh: -22%

CCCS(=O)(=O)NC(=O)C1(C)CCN(C(=O)c2cccc(C(F)(F)F)c2)C1 (stereo not given)
  S2 tox: i
  Nrf2 block: ·
  A549 tox: ·
  IL1B secr inh: 11
  Nrf2 ARE act: -0.9%
  HepG2 tox: -3%
  MCF10A rerep: ·
  TGFb SMAD3 inh: -8%
  ATXN2 expr inh: 2%

CCC(C)n1c(SCc2ccc(F)cc2Cl)nc2ccsc2c1=O (stereo not given)
  S2 tox: ·
  Nrf2 block: ·
  A549 tox: 20%
  IL1B secr inh: ·
  Nrf2 ARE act: 0.3%
  HepG2 tox: -2%
  MCF10A rerep: ·
  TGFb SMAD3 inh: 1%
  ATXN2 expr inh: ·

(list continues)
Order of results: S2 tox	Nrf2 block	A549 tox	IL1B secr inh	Nrf2 ARE act	HepG2 tox	MCF10A rerep	TGFb SMAD3 inh	ATXN2 expr inh
O=C(COc1cccc2cccnc12)NNC(=O)Nc1ccccc1
    i	9%	12%	-22	8.1%	-2%	4%	5%	·
CC(=O)Nc1nc(SCC(=O)NCC2CCCO2)[nH]c(=O)c1NC(=O)c1cccs1 (stereo not given)
    i	0%	0%	18	0.5%	-3%	0%	-7%	0%
O=C(c1ccc(-n2cnnn2)cc1)N1CCN(C(c2ccccc2)c2ccccc2)CC1
    i	?	2%	-13	3.0%	4%	?	2%	4%
Cc1ccc2c(c1)[C@H]1[C@H](CO2)[C@H](c2ccccc2)[C@]2(C)C(=O)Nc3cc(Cl)ccc3C(=O)N12
    ?	?	-4%	-21	6.3%	-15%	9.2µM*	-9%	-8%
O=C(C1=C[C@H](C2CCCCC2)C[C@H](OCCCCO)O1)N1CCOCC1
    i	0%	3%	47	-0.1%	5%	-9%	-13%	2%
N#CN=c1snc(-c2ccccc2)n1-c1ccc(Br)cc1
    ·	28%	1%	·	·	0%	·	-6%	·
COc1ccc(C(=O)N(Cc2cccs2)C2CCS(=O)(=O)C2)cc1 (stereo not given)
    i	-3%	-7%	9	0.4%	-3%	-3%	1%	-13%
CCOC(=O)C1CCN(Cc2ccc(F)c(Br)c2)CC1
    i	15%	2%	7	-0.5%	0%	-1%	18%	-21%
COc1ccc(CNC(=O)c2cc(-c3ccccc3O)n[nH]2)cc1
    i	?	10%	-9	0.3%	-22%	5%	?	8%
Cc1cc(C)n2nc(S(=O)(=O)N(C)c3ccccc3)nc2n1
    i	10%	25%	-6	-0.3%	-11%	12%	1%	5%
CCOC(=O)c1cnc2ccc(F)cc2c1Nc1ccc2c(c1)OCCO2
    i	?	-20%	25	4.4%	-39%	?	?	-30%
Cc1ccc(-c2cc(-c3ccc(C)cc3O)[nH]n2)cc1
    i	?	1%	14	24%	-33%	-1%	?	·
CCCc1cc(=O)[nH]c(SCc2cc(=O)oc3cc(C)c(C(C)C)cc23)n1
    i	8%	9%	22	0.1%	2%	?	-10%	-10%
Cc1ccc2[nH]c(=O)c(CN(CCCN(C)C)C(=O)Nc3ccc(F)cc3)cc2c1
    i	1%	0%	0	0.1%	-10%	3%	0%	·
CC(C)(C)c1cc(C(=O)O)n[nH]1
    i	0%	-2%	5	0.4%	8%	22%	12%	-12%
COC(=O)c1c[nH]n2c(=O)c(C(C)C)c(C)nc12
    i	6%	-2%	30	-0.5%	3%	-1%	4%	25%
Cc1cccc(/C=C/c2onc(C)c2S(=O)(=O)N2CCC(C(=O)N3CCCCCC3)CC2)c1
    i	?	2%	?	4.4%	-11%	4%	?	-24%
O=C(Nc1nnc(SCc2cccc(F)c2)s1)c1ccco1
    ?	-5%	9%	-1	0.5%	8%	0.29µM*	0%	-10%
